Screening results: PubChem, Sanford-Burnham Center for Chemical Genomics
GRIN3A LBD mod = modulators (binders) of human NR3A ligand-binding domain; NR3A LBD differential scanning fluorimetry, Tm shift; 0% = protein alone, 100% = glycine-bound protein; Tm shift relative to glycine control, % at 25 µM; 340,000 compounds, 2.5% hits;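 active means melting temperature shift of at least 10% of the positive control shift, at one fixed dose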
MPTP block = blocks calcium-induced mitochondrial swelling; inhibition, % at 10 µM; 360,000 compounds, 1.4% hits; isolated mouse mitochondria, Ca2+ swelling absorbance, 30 min;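 active means inhibition of 50% or more, scaled per plate between neutral and stimulator controls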;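 further: 0% = DMSO wells given calcium and 100% = 1 mM EGTA wells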
NALP3 yeast inh = inhibitors of NALP3 inflammasome in yeast | 330,000 compounds, 0.39% hits | inhibition, % at 10 µM | Yeast reconstituted NLRP3/ASC/caspase-1, beta-gal luminescence, 24 h;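 active means inhibition of 50% or more; inactive means inhibition below 50%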;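 further: plate controls were induced DMSO wells for no effect and uninduced yeast grown without galactose for full effect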
APJ antag = antagonists of human APJ apelin receptor; P35414; CHO-K1 APJ beta-arrestin complementation, luminescence; inhibition, % at 20 µM; 330,000 compounds, 0.32% hits;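 active means inhibition above about 40% at 20 µM, limit read from the data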;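 further: cells challenged with 10 nM apelin-13 agonist together with compound; plate controls were apelin-13 plus DMSO wells for no effect and DMSO wells lacking apelin-13 for full effect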
Target sequence (P35414 whole entry, looked up): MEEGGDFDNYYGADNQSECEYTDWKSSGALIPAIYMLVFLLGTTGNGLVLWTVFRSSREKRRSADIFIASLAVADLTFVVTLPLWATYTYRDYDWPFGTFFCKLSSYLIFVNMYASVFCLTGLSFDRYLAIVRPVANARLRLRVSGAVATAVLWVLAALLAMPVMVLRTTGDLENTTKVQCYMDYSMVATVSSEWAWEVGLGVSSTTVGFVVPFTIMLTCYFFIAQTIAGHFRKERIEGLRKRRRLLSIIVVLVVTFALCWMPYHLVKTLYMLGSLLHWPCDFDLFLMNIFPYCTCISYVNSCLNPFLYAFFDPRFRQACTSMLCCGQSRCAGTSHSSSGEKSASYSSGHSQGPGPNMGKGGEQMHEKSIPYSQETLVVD
APJ ag = activates the human apelin receptor APJ; CHO-K1 APJ PathHunter beta-arrestin, luminescence; 0% DMSO wells, 100% apelin; 330,000 compounds, 0.11% hits; activation, % at 20 µM; P35414;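 active means activation more than six SD over the plate average, tested at 20 µM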;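 further: 0% = DMSO alone and 100% = apelin-13 at 10 nM; some results filed as inactive read as strong as hits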
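Assay system: engineered CHO-K1 APJ arrestin reporter cells; Amount: 1000 CHO-K1 reporter cells seeded per well; Dosing: one dose, 20 µM compound, 1% DMSO; Times: compound stimulation 90 min at 25 °C, detection 60 min; Measured by: luminescent beta-gal fragment complementation, chemiluminescent substrate; Read-out: APJ–arrestin association signal; Controls: DMSO vs Apelin-13 10 nM.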
TIM10 inh = inhibits growth of TIM10 yeast strain. AID 463195. 330,000 compounds, 1.4% hits. S. cerevisiae TIM10 strain growth, BacTiter-Glo luminescence, 24 h. inhibition, % at 10 µM;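 active means inhibition of 40% or more at the single tested concentration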;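 further: wild-type TIM10 isogenic control strain grown at permissive 25 °C; 0% = DMSO yeast wells and 100% = minimal medium wells without yeast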
MIN6 prolif = MIN6 beta-cell proliferation induction; MIN6 cells proliferation, ATPlite luminescence, 48 h; cells starved in 0.2% serum; 100% = growth in 10% serum; AID 2380; 330,000 compounds, 0.29% hits; proliferation, % at 10 µM;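 active means compounds whose signal lies at least 3.5 SD above the mean of all wells on their plate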;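 further: 0% = DMSO-treated cells in low-serum medium and 100% = 10% serum control; some compounds called inactive have numbers as strong as hits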
tim10-1 inh = tim10-1 yeast growth inhibition; S. cerevisiae tim10-1 ts strain growth, BacTiter-Glo, 24 h; inhibition, % at 20 µM; 330,000 compounds, 2.2% hits; AID 463190;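 active means inhibition of at least 40%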;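 further: mutant grown at 25 °C; 0% = DMSO wells with yeast and 100% = wells holding no yeast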
tim23-1 inh = tim23-1 yeast growth inhibition; S. cerevisiae tim23-1 growth, BacTiter-Glo luminescence, 24 h; inhibition, % at 20 µM; 330,000 compounds, 1.3% hits;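 active means growth inhibition of the mutant yeast at or above 50%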;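 further: temperature-sensitive mutant grown at 25 °C; plate controls were DMSO-treated mutant yeast for no effect and medium wells lacking yeast for full effect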
Numbers without * were called inactive; . = not tested or not shown. Rows are unselected; about 7.2% have a hit in one of these screens.

Below each compound – GRIN3A LBD mod	MPTP block	NALP3 yeast inh	APJ antag	APJ ag	TIM10 inh	MIN6 prolif	tim10-1 inh	tim23-1 inh
1: CCN(C(=O)COC(=O)c1cnc(C)cn1)C1CCCCC1
→ -1	-0.2	20	8	0	-7	4	5	3
2: O=C(O)CC12CC3CC(C1)CC(n1ncc(NCc4ccccc4)c(Cl)c1=O)(C3)C2
→ 1	1.3	-11	20	-4	2	-3	-8	13
3: COc1ccc(C)cc1NC(=O)Cn1cnc2sc(C)c(S(=O)(=O)N3CCOCC3)c2c1=O
→ 1	-1.0	0	-1	0	8	-3	14	10
4: CCC(C)NC(=O)C1CCC(CNS(=O)(=O)c2cccc3nsnc23)CC1 (stereo not given)
→ -3	0.7	-1	-3	0	2	-1	8	8
5: CCC(CC)c1nnc(NC(=O)CCN2C(=O)c3ccccc3C2=O)s1
→ -1	-0.2	8	-7	-5	12	0	2	19
6: CCOc1ccc2[nH]c3c(NCCOC)ncnc3c2c1
→ -1	0.2	6	2	-2	7	-3	-20	7
7: Cc1nn2c(=O)cc(CSc3ccccc3NC(=O)c3ccccc3)nc2s1
→ 2	-0.7	1	-4	3	20	-5	34	29
8: N#Cc1ccc(S(=O)(=O)N2CCN(C(=O)[C@@H]3CCCN3C(=O)c3cccs3)CC2)cc1
→ 1	0.9	2	-61	-2	-1	-2	-7	6
9: CC1CCCC(NC(=O)c2n[nH]c(=O)c3ccccc23)C1C (stereo not given)
→ -2	0.0	-3	4	4	30	0	19	15
10: C=CCNC(=O)Nc1ccc(F)cc1F
→ -1	0.4	-1	-1	-3	13	2	11	7
11: CC1(C)CC(=O)C2=C(C1)N(CCN1CCOCC1)C1=C(C(=O)CC(C)(C)C1)C2c1ccc(Cl)cc1
→ -1	2.0	2	0	-3	11	-3	1	-1
12: Cc1ccc(-c2cc3ccccc3nc2N2CCCC2)cc1
→ 3	0.4	28	-10	-3	24	-4	15	41
13: CCC(C)c1ccccc1NC(=O)c1cccc(-n2cnnn2)c1 (stereo not given)
→ 1	0.6	8	0	-2	-16	-1	-3	3
14: O=C(COC(=O)C12CC3CC(CC(Cl)(C3)C1)C2)N1CCCCC1
→ -1	-1.3	7	1	-2	0	-4	4	24
15: O=C(c1cc(-c2ccc(Cl)cc2Cl)on1)N1CCCC1
→ -4	-1.0	39	6	-2	0	0	31	24
16: CCOCCCNC(=O)Cc1ccc(-n2c(CC)nc3cccnc32)cc1
→ 0	0.8	1	5	-3	-2	-3	16	6
17: NCCCC[C@H]1CNC(=O)C(=O)N1CC1CCCCC1
→ 1	-0.7	25	-8	4	-10	7	5	13
18: COc1ccc(-c2cc(C(=O)Oc3ccc([N+](=O)[O-])cc3)c3ccccc3n2)cc1
→ 0	1.1	-18	22	-8	21	-6	29	5
19: CCOC(=O)Cn1c2ccc(C)cc2c2nc(C)sc21
→ -1	-1.6	-17	13	-3	35	-2	35	23
20: Cc1ccccc1-n1c(-c2cccnc2)n[nH]c1=S
→ 0	-2.7	24	16	1	-12	-1	-1	7
21: O=C(COc1ccccc1Cl)N1CCCC1
→ 0	-0.6	-11	7	-3	-3	0	12	11
22: Cc1nn(C)cc1CN(C)C(=O)CC12CC3CC(CC(C3)C1)C2
→ 1	-0.8	17	-2	-3	20	-1	25	24
23: CCn1c(CNc2ccc(OC)cc2)nnc1SCC(=O)c1ccc(OC)cc1
→ 3	-0.7	-6	10	-1	-3	-4	25	23
24: CC1(C)CC(=O)C2=C(C1)N(CC1CCCO1)C(=O)C2(NC(=O)c1cccnc1)C(F)(F)F (stereo not given)
→ -1	0.5	12	17	1	-7	3	6	11
25: CN1CCN(S(=O)(=O)c2ccc3c(c2)OCCO3)CC1
→ -4	-5.6	10	3	-1	-1	-3	-1	6
26: N#C/C(=C\c1cccnc1)C(=O)Nc1ccc(SC(F)F)cc1
→ -1	7.2	12	-4	-2	46*	-4	52*	77*
27: CC(C)n1ncc2c(C(=O)N3CCN(Cc4ccc(Cl)s4)CC3)cc(C3CC3)nc21
→ 1	-1.9	5	0	-4	18	-8	27	37
28: CCC1(CC)NC(=O)N(CC(=O)Nc2cccc3ccccc23)C1=O
→ -4	0.7	9	-1	-2	-13	0	-3	-4
29: COc1ccc(S(=O)(=O)CCC(=O)Nc2c(C)cccc2C)cc1
→ 1	1.2	-8	9	-2	-9	-1	10	15
30: O=C(Nc1cccc(Cl)c1)Nc1ccc2c(c1)OCO2
→ 33*	100*	21	-5	9	-6	-3	-19	-12
31: CCCCCCc1ccc(OC(=O)c2ccncc2)cc1
→ 0	0.0	17	-22	1	5	-5	3	4
32: CC1CCCCC12NC(=O)N(CC(=O)Nc1ccccc1N1CCOCC1)C2=O (stereo not given)
→ -1	-1.7	1	4	-3	8	-2	-9	15
33: COc1ccc(C(=O)Nc2ccc(N3CCCC3)cc2)cc1
→ -1	1.3	22	-1	4	-28	-1	-14	-11
34: CCOc1ccc(OCc2ccc(C(=O)O)o2)cc1
→ 2	-6.1	2	0	1	-11	0	8	0
35: NC(=S)NNC(=O)c1ccccc1
→ 5	-2.1	-6	20	-1	-6	-2	31	-10
36: CCOc1ncccc1C(=O)N(C)CC1COc2ccccc2O1 (stereo not given)
→ -2	-5.1	5	6	0	9	-3	2	5
37: COc1ccc(CCC(=O)NCc2cn3ccccc3n2)cc1
→ 0	2.0	-7	-1	-2	-20	2	-17	6
38: O=C1C2CC=C(Cl)CC2C(=O)N1CNc1ccccn1 (stereo not given)
→ 1	4.4	17	0	-4	1	0	0	-6
39: O=C(COC(=O)C1=COCCO1)Nc1ccc([N+](=O)[O-])cc1C(F)(F)F
→ 0	6.3	21	-2	-1	2	-3	-10	0
40: CC(=O)Nc1ccc(NC(=O)COC(=O)c2c3c(nc4ccccc24)CCN(Cc2ccccc2)C3)cc1
→ -1	1.0	9	-14	4	11	0	19	8
41: CC(=O)Nc1ccc(C(=O)OCC(=O)Nc2ccc(S(=O)(=O)N3CCOCC3)cc2)cc1
→ 0	-1.9	12	3	0	5	-2	-9	-4
42: CCCC(=O)Nc1ccc(-c2csc(N/N=C\c3ccncc3)n2)cc1
→ 18*	1.4	17	-34	10	0	-2	-20	-12
43: O=C(COc1ccccc1)Nc1ccc(S(=O)(=O)Nc2ncccn2)cc1
→ 0	-3.3	5	-6	-3	-1	-1	-8	9
44: COc1ccc(N(C(=O)C(C)C)S(=O)(=O)c2cccc([N+](=O)[O-])c2)cc1
→ -1	0.0	9	-32	0	14	-2	29	31
45: Cc1ccc(CSCCNS(=O)(=O)c2ccc(C)cc2)cc1
→ -12	4.0	22	-8	-1	-9	1	30	40
46: CCOC(=O)N1CCC(NC(=O)CN2C(=O)COc3ccc(C(C)(C)C)cc32)CC1
→ -1	-0.9	15	-4	-4	-10	-4	18	10
47: CCOc1ccc(-c2cn(-c3cccc(SC)c3)c(=O)[nH]2)cc1
→ -3	1.3	5	1	0	-9	-3	-4	15
48: CCC(C)NS(=O)(=O)c1ccc(-c2csnn2)s1 (stereo not given)
→ 5	0.2	-4	-4	4	13	-1	20	17
49: Cc1ccc(C(=O)N/N=C/c2c(O)ccc3ccccc23)cn1
→ -8	0.6	5	-9	1	31	-5	10	43
50: O=C(COC(=O)Cc1ccccc1[N+](=O)[O-])NNC(=O)c1ccc([N+](=O)[O-])cc1
→ 0	-0.4	3	-16	0	6	1	11	-2
51: CCOC(=O)C1=C(C)NC(=O)NC1c1c(O)ccc2ccccc12 (stereo not given)
→ -1	-0.7	27	13	-2	-8	-1	18	15
52: CCCC1CCC(c2ccc(/C(N)=N/O)cc2)CC1 (stereo not given)
→ -7	4.3	20	-22	-4	-54	-3	-80	-85
53: C[C@H](NC(=O)OC(C)(C)C)C(=O)N/N=C/c1ccc2nccnc2c1
→ 0	-0.8	18	11	5	-12	-1	-19	-5
54: CC1CCC2(CC1)NC(=O)N(CC(=O)c1ccc(Cl)s1)C2=O (stereo not given)
→ -2	0.4	22	2	-2	-8	3	3	8
55: CS(=O)(=O)c1ccc(Cl)c(NC(=O)COC(=O)/C=C/c2cnc3ccccc3n2)c1
→ -2	1.9	8	7	-1	-11	-2	4	-1
56: OCC#CCSc1nnc(-c2ccccc2Br)o1
→ .	-0.5	28	8	-6	30	-1	31	23
57: O=C(COc1ccccc1)Nc1ccc(Cl)cc1Cl
→ .	.	31	3	-4	-9	0	-8	12
58: O=C(Nc1cc(C(F)(F)F)ccc1N1CCOCC1)c1ccc(Cl)nc1
→ 0	-1.6	35	20	-5	-16	0	-51	-36
59: Cc1ccc(CCC(=O)Nc2ccc(CC(=O)O)cc2)o1
→ -1	0.7	-6	14	-1	0	2	-19	-10
60: CCn1ncc(S(=O)(=O)NCc2ccccc2Cl)c1C
→ 1	0.5	5	6	9	5	-5	12	15

(cont.)
Below each compound – GRIN3A LBD mod	MPTP block	NALP3 yeast inh	APJ antag	APJ ag	TIM10 inh	MIN6 prolif	tim10-1 inh	tim23-1 inh
61: CCOCCCNc1nc2c(C)cccn2c(=O)c1/C=C1\SC(=S)N(C(C)CC)C1=O (stereo not given)
→ -8	11	33	21	-10	20	-2	22	12
62: CN(C)c1nc(N(C)C)nc(N2CC(=O)N(c3ccccc3)C2=N)n1
→ -1	0.2	11	32	-3	3	-3	8	26
63: CCCc1c(NC(=O)Nc2ccc(F)cc2)cnn1-c1ccc(Cl)cc1
→ 2	88*	20	1	6	9	-3	18	18
64: Cc1ccc2[nH]c(=O)c3cc(C(=O)NC(C)C)sc3c2c1
→ .	3.1	6	11	-2	17	1	-4	6

Single values from the entries so far.
TIM10 inh result of `CN(C)c1nc(N(C)C)nc(N2CC(=O)N(c3ccccc3)C2=N)n1` → 3
GRIN3A LBD mod result of `CCOCCCNc1nc2c(C)cccn2c(=O)c1/C=C1\SC(=S)N(C(C)CC)C1=O` (stereo not given) → -8
